LAP4 TOR yeast – alters LAP4-GFP fluorescence in TOR pathway yeast screen | S. cerevisiae LAP4-GFP multiplex, flow cytometry GFP, 3 h; median GFP as percent of DMSO wells | 320,000 tested, 0.34% active | AID 2023 | GFP response vs DMSO, % at 10 µM;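 active means GFP response vs DMSO above a set limit, about the screen mean plus 3 SD, cut at about 150% in these data; inconclusive means under 70 cell events counted for the yeast strain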
procasp7 counter – activates human procaspase-7, counter-screen for procaspase-3 activators; activation, % at 8.5 µM; AID 463210; 330,000 tested, 0.093% active; recombinant procaspase-7, Ac-DEVD-pNA absorbance 405 nm; D23A/D198A/D206A triple mutant, cannot self-cleave; scale: DMSO 0, 5 µM enzyme 100; P55210;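 active means percent activation above the screen-wide mean plus 3 SD, cut at about 25% in these data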
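buffer or medium = Zinc-free HEPES/NaCl buffer, pH 7.4 | material = Procaspase-7 triple mutant (PC-7 D3A) | input = 2 µM procaspase-7 mutant as dispensed | signal = Epi-absorbance of released pNA at 405 nm, two timepoints | timing = 1 h preincubation, 2 h reaction | replicates = singlicate compound testing | evaluation = % activation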
MEP2-GFP yeast – yeast TOR pathway MEP2-GFP modulation; S. cerevisiae MEP2-GFP strain, flow cytometry GFP, 3 h; 100% = DMSO control level; GFP response vs DMSO, % at 10 µM; 330,000 tested, 0.51% active; AID 2016;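 active means GFP response versus DMSO above a set limit, roughly screen mean plus 3 SD, cut at about 180% in these data; inconclusive means fewer than 70 cells counted for a yeast strain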;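 further: median GFP fluorescence of the barcode-gated MEP2-GFP cells per well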
EBNA-1 inhibitor – blocks EBNA-1 binding to DNA. EBNA-1 DNA binding, fluorescence polarization. inhibition, % at 14.8 µM. 300,000 tested, 0.34% active. AID 1950; in the data active means inhibition above about 28%
RPL19A-GFP yeast – yeast TOR pathway RPL19A-GFP modulation | S. cerevisiae RPL19A-GFP strain, flow cytometry, 3 h; hits give low values | percent response vs DMSO, % at 10 µM | 330,000 tested, 0.3% active;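 active means percent response vs DMSO below 50%; inconclusive means fewer than 70 events counted for the yeast strain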;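 further: median channel GFP fluorescence of the barcoded RPL19A-GFP strain; ratio of sample median GFP to plate DMSO average so 100% = DMSO; lower means less RPL19A-GFP as with rapamycin TOR inhibition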
AHR act – activators of human aryl hydrocarbon receptor; AHR-responsive luciferase reporter cells, luminescence; activation, % at 5 µM; P35869; 320,000 tested, 2.5% active; in the data active means activation above about 47%;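 further: 0% = vehicle wells and 100% = reference agonist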
proCasp3 act – activators of human procaspase-3 | recombinant procaspase-3 D3A, Ac-DEVD-pNA absorbance 405 nm | activation, % at 8.5 µM | 330,000 tested, 0.11% active | AID 463141;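 active means activation above the mean of all tested compounds plus 3 SD, cut at about 21% in these data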;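 further: 0% = DMSO alone and 100% = DMSO wells spiked with extra 5 µM PC-3 D3A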
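Assay system: Autoprocessing-dead procaspase-3 D3A mutant enzyme; also added: Ac-DEVD-pNA; doses: one concentration, 8.5 µM nominal, 0.8% DMSO; times: 1 h compound preincubation, 2 h substrate hydrolysis at 25 °C; technique: 405 nm absorbance of p-nitroaniline, reads at 0 and 120 min; measure: % activation between DMSO and enzyme-spiked controls; repeats: single replicate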
ZTA counter – blocks Epstein-Barr virus ZTA, an EBNA-1 counter-screen; ZTA-DNA binding, fluorescence polarization; inhibition, % at 11 µM; AID 2234; 320,000 tested, 0.15% active; P03206; in the data active means inhibition above about 33%
* = called active by the depositor; ? = inconclusive; / = no result given.

1: COc1cc(NC(=S)NC(=O)c2cccs2)ccc1NC(=O)C(C)C
2: CC(=O)N1CCN(C(=O)COC(=O)c2oc3ccccc3c2C)CC1
3: Cc1cccc(C)c1NC(=O)NCCSc1snnc1C
4: COc1ccc(-c2csc(C)n2)cc1
5: O=C(Cc1ccccc1)Nc1ccc(NC(=O)c2cccs2)cc1
6: CC(C)CC(NC(N)=O)C(=O)Nc1ccc2c(c1)OCO2 (stereo not given)
screen / no.,1,2,3,4,5,6
procasp7 counter,-10,-1,5,8,10,-1
AHR act,30,1,0,-1,-3,8
MEP2-GFP yeast,97,112,99,103,98,104
ZTA counter,4,-8,7,5,8,3
proCasp3 act,-6,5,4,3,0,0
LAP4 TOR yeast,111,109,100,105,100,92
RPL19A-GFP yeast,100,100,96,96,100,103
EBNA-1 inhibitor,-7,/,8,4,-14,-7

Grouped by structure: those above with a thiophene ring, fused or not (two)
1: COc1cc(NC(=S)NC(=O)c2cccs2)ccc1NC(=O)C(C)C
5: O=C(Cc1ccccc1)Nc1ccc(NC(=O)c2cccs2)cc1
screen / no.,1,5
procasp7 counter,-10,10
AHR act,30,-3
MEP2-GFP yeast,97,98
ZTA counter,4,8
proCasp3 act,-6,0
LAP4 TOR yeast,111,100
RPL19A-GFP yeast,100,100
EBNA-1 inhibitor,-7,-14

(list continues)
7: NC(=O)C1=C[C@@H](C2CCCCC2)C[C@@H](OCCCCO)O1
8: COc1ccc(CNC(=O)COC(=O)C2=COCCO2)cc1
9: O=C(NCCc1ccccc1)C1CCN(C(=O)N2CCOc3ccccc32)CC1
10: Cc1ccc(C)c(S(=O)(=O)NCCCn2ccnc2)c1
11: NC(=O)c1oc2ccccc2c1NC(=O)c1ccccc1
12: O=C(NCCNC(=O)c1cc(OCC(F)(F)F)ccc1OCC(F)(F)F)Nc1cccc(C(F)(F)F)c1
screen / no.,7,8,9,10,11,12
procasp7 counter,-4,10,10,2,4,3
AHR act,-2,1,-1,15,69*,-1
MEP2-GFP yeast,104,97,94,87,94,109
ZTA counter,-9,-9,6,0,-5,-17
proCasp3 act,0,2,-1,3,4,9
LAP4 TOR yeast,92,88,114,67,/,82
RPL19A-GFP yeast,101,102,99,101,102,106
EBNA-1 inhibitor,-2,9,4,-10,5,6

13: Cc1ccc(S(=O)(=O)N2CCOC23CCN(C(=O)c2ccc(Cl)cc2Cl)CC3)cc1
14: Cc1ccc(NC(=O)CSCC(=O)OCc2cc(=O)oc3cc(O)ccc23)c(C)c1
15: C#CCOCCOCCOCCNc1nc(N2CCN(C(=O)[C@H](CCCCN)n3cc([C@@H](N)CC(C)C)nn3)CC2)nc(N2CCN(C(=O)[C@H](Cc3cc4ccccc4[nH]3)n3cc([C@@H](N)Cc4ccc(O)cc4)nn3)CC2)n1
16: Cc1cccc(NS(=O)(=O)c2ccc3[nH]c(=O)cc(C(=O)O)c3c2)c1
17: CC(NC(=O)c1cccc(S(=O)(=O)N2CCN(C)CC2)c1)C1CC2CCC1C2 (stereo not given)
18: COc1ccc(CCNC(=O)c2csc3c2CCCC3)cc1OC
screen / no.,13,14,15,16,17,18
procasp7 counter,6,-18,-11,11,6,0
AHR act,1,-1,6,1,1,7
MEP2-GFP yeast,99,101,/,103,?,99
ZTA counter,5,1,-6,-2,14,-7
proCasp3 act,-7,-27,5,4,4,-4
LAP4 TOR yeast,101,102,/,107,?,94
RPL19A-GFP yeast,100,101,/,99,?,98
EBNA-1 inhibitor,-6,1,3,-2,11,7

Structures above that contain an NH in an aromatic ring (2):
15: C#CCOCCOCCOCCNc1nc(N2CCN(C(=O)[C@H](CCCCN)n3cc([C@@H](N)CC(C)C)nn3)CC2)nc(N2CCN(C(=O)[C@H](Cc3cc4ccccc4[nH]3)n3cc([C@@H](N)Cc4ccc(O)cc4)nn3)CC2)n1
16: Cc1cccc(NS(=O)(=O)c2ccc3[nH]c(=O)cc(C(=O)O)c3c2)c1
screen / no.,15,16
procasp7 counter,-11,11
AHR act,6,1
MEP2-GFP yeast,/,103
ZTA counter,-6,-2
proCasp3 act,5,4
LAP4 TOR yeast,/,107
RPL19A-GFP yeast,/,99
EBNA-1 inhibitor,3,-2

Next compounds:
19: CN(C)S(=O)(=O)c1cccc(NC(=O)CO/N=C(\N)c2ccccc2)c1
20: O=C1C(Cl)=C(N2CCCCC2)C(=O)N1c1ccccc1Cl
21: CCn1c2ccccc2c2cc(NC(=O)C(=O)NCC3CCCO3)ccc21 (stereo not given)
22: N=C1C(c2ccccc2)=C(O)CN1CCO
23: O=S(=O)(Nn1cnnc1)c1ccc2ccccc2c1
24: COCc1ccc(C(=O)N(C)CC2CCCN(CCc3ccccc3F)C2)o1 (stereo not given)
screen / no.,19,20,21,22,23,24
procasp7 counter,-3,-20,3,1,-14,-3
AHR act,5,-1,25,1,0,2
MEP2-GFP yeast,112,106,92,105,105,99
ZTA counter,-6,-5,5,10,-10,-13
proCasp3 act,-11,-20,6,-2,-2,4
LAP4 TOR yeast,101,113,103,90,102,89
RPL19A-GFP yeast,100,102,97,108,102,98
EBNA-1 inhibitor,7,1,2,6,0,0

25: C/C(CC(=O)Nc1ccc2c(c1)OCCO2)=N\NC(=O)COc1ccc(C)cc1Br
26: COc1cc(C2NC(=O)NC(C)=C2C(=O)OC2CCCCC2)cc(Cl)c1O (stereo not given)
27: CC(C)Oc1ccc(NC(=O)C2CCCNC2=O)cc1 (stereo not given)
28: Cc1cc(C(=O)N/N=C/C=C/c2ccccc2)n[nH]1
29: O=C(NN1C(=O)NC2(CCCCC2)C1=O)c1cc2cc(Cl)ccc2o1
30: Cc1cc(OCCn2cc(/C(N)=N/O)c3ccccc32)ccc1Cl
screen / no.,25,26,27,28,29,30
procasp7 counter,1,-2,-10,3,4,-15
AHR act,10,0,7,-5,0,1
MEP2-GFP yeast,102,103,107,98,98,102
ZTA counter,-10,-2,-5,-10,/,9
proCasp3 act,12,0,5,1,-3,-2
LAP4 TOR yeast,96,90,109,104,89,99
RPL19A-GFP yeast,105,101,104,94,91,100
EBNA-1 inhibitor,5,8,-18,7,/,11

Quoted at random: 2 entries already listed, in no set order.
27: CC(C)Oc1ccc(NC(=O)C2CCCNC2=O)cc1 (stereo not given)
26: COc1cc(C2NC(=O)NC(C)=C2C(=O)OC2CCCCC2)cc(Cl)c1O (stereo not given)
screen / no.,27,26
procasp7 counter,-10,-2
AHR act,7,0
MEP2-GFP yeast,107,103
ZTA counter,-5,-2
proCasp3 act,5,0
LAP4 TOR yeast,109,90
RPL19A-GFP yeast,104,101
EBNA-1 inhibitor,-18,8

Continuation:
31: O=S(=O)(NCCc1ccc2c(c1)OCCO2)c1cccs1
32: O=C(c1cccc(S(=O)(=O)Nc2ccc(F)cc2)c1)N1CCCC1
33: Nc1nc(SCC(=O)NCC2CCCO2)[nH]c(=O)c1NC(=O)c1ccc(F)c(F)c1 (stereo not given)
34: CC(=O)c1ccc(S(=O)(=O)Nc2ccc(-n3c(C)nc4ccccc4c3=O)cc2)cc1
35: Cc1ccc(C(c2ccc(C)o2)c2cccc([N+](=O)[O-])c2O)o1
36: COc1cccc(C(CNC(=O)C(c2ccccc2)c2ccccc2)N(C)C)c1 (stereo not given)
screen / no.,31,32,33,34,35,36
procasp7 counter,5,-1,4,5,10,2
AHR act,4,2,0,2,6,1
MEP2-GFP yeast,106,101,93,100,118,108
ZTA counter,-8,12,4,-17,9,3
proCasp3 act,0,15,6,-10,-7,9
LAP4 TOR yeast,104,103,102,95,107,97
RPL19A-GFP yeast,99,102,97,97,100,108
EBNA-1 inhibitor,-7,/,-8,-12,7,-1

37: CCOC(=O)c1sc(C)c2c(=O)n(Cc3ccc(Cl)cc3)c(C)nc12
38: CC1(C)C(=O)N(OCc2ccccc2)C(C)(C)C(=O)N1OCc1ccccc1
39: C=C(C)CSc1nnc(-c2cccc(S(=O)(=O)N(C)C)c2)n1-c1cc(OC)ccc1OC
40: OCC1(Cc2ccc(F)cc2)CCCN(CCCC(F)(F)F)C1 (stereo not given)
41: O=C(CSc1ccccn1)NCc1ccc2c(c1)OCO2
42: COc1ccc(NC2=NCC(=O)N2Cc2cccs2)cc1
screen / no.,37,38,39,40,41,42
procasp7 counter,2,-5,-9,-6,6,-1
AHR act,0,1,7,-3,29,0
MEP2-GFP yeast,99,100,102,100,104,95
ZTA counter,7,2,-12,-11,-2,-7
proCasp3 act,1,8,10,12,6,3
LAP4 TOR yeast,106,93,96,87,104,85
RPL19A-GFP yeast,100,95,98,100,99,91
EBNA-1 inhibitor,-7,-6,3,-6,-2,5

43: O=C(Cn1c(C(=O)O)cc2ccccc21)c1ccccc1
44: CCOC(=O)Nc1cc(OCC)c(NC(=O)C2CC2)cc1OCC
45: CC(=O)c1cccc(S(=O)(=O)NCCC(=O)O)c1
46: OC1(c2ccccc2)CCN(Cc2ccccc2)CC1
47: Cc1ccc(C)c(S(=O)(=O)NC(CC(C)C)C(=O)O)c1 (stereo not given)
48: CCOC(=O)n1c(=O)n(Cc2cccc(C)c2)c2ccccc21
screen / no.,43,44,45,46,47,48
procasp7 counter,-1,5,3,7,4,-3
AHR act,31,3,1,0,2,-2
MEP2-GFP yeast,108,105,100,107,101,97
ZTA counter,7,4,-15,-5,-25,-11
proCasp3 act,1,12,-4,-7,-2,3
LAP4 TOR yeast,92,98,96,101,100,100
RPL19A-GFP yeast,101,95,98,101,99,93
EBNA-1 inhibitor,7,9,-1,-13,-2,-3

49: Cc1nnc(SCC(=O)NC2CCCc3c2cnn3-c2ccc(F)cc2F)o1 (stereo not given)
50: CNC(=S)NNC(=O)c1c(C)nc2cc(C)ccn12
51: CCn1ncc(S(=O)(=O)Nc2cc(Cl)ccc2C)c1C
52: CCCNC(=O)[C@H]1N2C(=O)c3c(ccc(OC)c3OC)C2SC1(C)C (stereo not given in full)
53: CCCC(=O)Nc1nc(-c2ccccc2)c(CC)s1
54: COc1ccc(Nc2c(-c3ccco3)nc3ccc(C)cn23)cc1
55: Cc1ccc([N+](=O)[O-])cc1NC(=O)CNC1CCCCC1
56: COc1ccc(CCNC(=O)Nc2cccc([N+](=O)[O-])c2)cc1OC
screen / no.,49,50,51,52,53,54,55,56
procasp7 counter,-7,5,-1,-1,1,6,-4,8
AHR act,8,0,-1,0,4,6,1,4
MEP2-GFP yeast,98,96,93,105,102,99,124,103
ZTA counter,4,3,1,6,5,-3,-10,13
proCasp3 act,-2,6,6,5,-1,7,-3,-3
LAP4 TOR yeast,98,111,91,107,131,102,108,98
RPL19A-GFP yeast,95,102,100,100,100,97,108,108
EBNA-1 inhibitor,-2,6,9,-2,2,3,2,-2

Compound activity from PubChem.
